Rhodamine autofl: compound fluoresces in the rhodamine spectral region | Rhodamine-region fluorescence, 547/598 nm, Tris buffer; hits give high values | max dye-equivalent concentration, M | actives 0.05% (n = 59,000) | AID 594; in the data active = max dye-equivalent concentration above about 11 nM; inconclusive = between about 1.1 nM and that limit
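A six-point rhodamine series on each plate calibrates the signal. Compounds sit in 100 mM Tris (pH 8.0) for 15 min at ambient temperature before imaging through 547 nm/598 nm filters.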
HADH2 inh: blocks human hydroxyacyl-CoA dehydrogenase type II. recombinant HADH2, NADH fluorescence, beta-hydroxybutyryl-CoA. Potency, µM (titrated, usually from 57.1 µM), for the others: top-dose activity change, negative = inhibition, hits mostly inhibitors. actives 3.4% (n = 73,000); note: potency is the fitted concentration of half-maximal effect; % is set by controls: 0 for no effect and ±100 for the full control effect; nearly all actives have a fitted effect of over 60% in size; many of its hits are not listed in these tables
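Activity measured as NADH fluorescence gain (360/450 nm), taken as the change between first and last reads of a 4-min kinetic run. Conditions: pH 9.0 Tris buffer, 20 nM E. coli-expressed His-tagged enzyme, 1 mM NAD+, 90 uM beta-hydroxybutyryl-CoA; 15-min compound preincubation.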
Casp1 inh: blocks human caspase-1 allosterically or competitively; P29466; Caspase-1 enzyme, Ac-WEHD-AFC fluorogenic rate; Potency, µM (top dose mostly 57.5 µM), inactives show at the highest dose activity change, negative = inhibition, usual class: inhibitors; actives 0.03% (n = 75,000); AID 900;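 note: potency is the fitted concentration of half-maximal effect; plate controls were vehicle for no effect and no substrate for full effect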
TexasRed autofl: compound fluoresces in the Texas Red spectral region. AID 587. actives 0.06% (n = 59,000). max dye-equivalent concentration, M. Compound fluorescence, Texas Red channel, 547/618 nm; hits give high values; in the data active = max dye-equivalent concentration above about 10 nM; inconclusive = between about 1.1 nM and that limit
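Texas Red-region profiling: compounds in 100 mM Tris pH 8.0 were read at 547/618 nm after 15 min at room temperature. Intensities were normalized against a six-point Texas Red standard series to give dye-equivalent concentration.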
Caspase-7 inhib: blocks human caspase-7 allosterically or competitively; Potency, µM (top dose mostly 57.5 µM), inactives show top-dose activity change, negative = inhibition, most hits filed as inhibitors; P55210; AID 889; recombinant caspase-7, Ac-DEVD-AFC fluorescence rate; actives 0.02% (n = 75,000); active = well fitted inhibition curve with a large enough effect in the main read-out, with a control signal flat, not every such curve was filed as active; inconclusive = small, poorly fitted or top-dose-only effect, or a change in a side signal; note: potency is the fitted concentration of half-maximal effect; % of control where 0% means no effect
Target sequence (P55210 24-198 limits assumed): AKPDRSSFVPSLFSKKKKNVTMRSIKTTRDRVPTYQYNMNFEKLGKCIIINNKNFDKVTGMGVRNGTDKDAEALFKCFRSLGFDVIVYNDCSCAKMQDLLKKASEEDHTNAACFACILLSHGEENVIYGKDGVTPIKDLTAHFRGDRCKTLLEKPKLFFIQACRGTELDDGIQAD
Target sequence (P55210 207-303 limits assumed): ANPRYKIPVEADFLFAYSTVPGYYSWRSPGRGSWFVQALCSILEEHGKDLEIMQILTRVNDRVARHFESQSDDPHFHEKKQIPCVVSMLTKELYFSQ
Fluorescein fluor: compound fluoresces in the fluorescein spectral region; Compound autofluorescence, 480/540 nm, fluorescein-equivalent; hits give high values; max fluorescein-equivalent concentration, M; actives 0.91% (n = 59,000); in the data active = max fluorescein-equivalent concentration above about 10 nM; inconclusive = between about 1.1 nM and that limit
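Tris 100 mM pH 8.0; 15 min RT; CCD read, ex 480/em 540 nm. Output: fluorescein-equivalent concentration per compound concentration, from six-point dye series on each plate.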
Luciferase inh: blocks Photinus pyralis firefly luciferase activity | purified firefly luciferase, luminescence, 8 min | Potency, µM (series often up to 57.1 µM), for inactives: top-dose activity change, negative = inhibition, actives largely listed as inhibitors | actives 2.2% (n = 72,000) | AID 411; note: potency is the fitted concentration of half-maximal effect; % is set by controls: 0 for no effect and ±100 for the full control effect; nearly all actives have a fitted effect of over 40% in size
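Here, luciferase activity is measured as luminescence following an 8 min room-temperature reaction at 10 uM ATP, pH 7.2. Every library sample is titrated.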
Tau fil binding: binds recombinant human tau filaments | P10636 | recombinant tau filaments, thioflavin S fluorescence, 15 h; filaments grown with octadecylsulfate alongside compound | Potency, µM (doses to about 57.1 µM), for the others: at the highest dose activity change, negative = inhibition | actives 2% (n = 71,000);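 note: potency is the fitted concentration of half-maximal effect; % is set by controls: 0 for no effect and ±100 for the full control effect; actives lower thioflavin S fluorescence by blocking filaments or displacing dye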
Target sequence (P10636 whole entry, looked up): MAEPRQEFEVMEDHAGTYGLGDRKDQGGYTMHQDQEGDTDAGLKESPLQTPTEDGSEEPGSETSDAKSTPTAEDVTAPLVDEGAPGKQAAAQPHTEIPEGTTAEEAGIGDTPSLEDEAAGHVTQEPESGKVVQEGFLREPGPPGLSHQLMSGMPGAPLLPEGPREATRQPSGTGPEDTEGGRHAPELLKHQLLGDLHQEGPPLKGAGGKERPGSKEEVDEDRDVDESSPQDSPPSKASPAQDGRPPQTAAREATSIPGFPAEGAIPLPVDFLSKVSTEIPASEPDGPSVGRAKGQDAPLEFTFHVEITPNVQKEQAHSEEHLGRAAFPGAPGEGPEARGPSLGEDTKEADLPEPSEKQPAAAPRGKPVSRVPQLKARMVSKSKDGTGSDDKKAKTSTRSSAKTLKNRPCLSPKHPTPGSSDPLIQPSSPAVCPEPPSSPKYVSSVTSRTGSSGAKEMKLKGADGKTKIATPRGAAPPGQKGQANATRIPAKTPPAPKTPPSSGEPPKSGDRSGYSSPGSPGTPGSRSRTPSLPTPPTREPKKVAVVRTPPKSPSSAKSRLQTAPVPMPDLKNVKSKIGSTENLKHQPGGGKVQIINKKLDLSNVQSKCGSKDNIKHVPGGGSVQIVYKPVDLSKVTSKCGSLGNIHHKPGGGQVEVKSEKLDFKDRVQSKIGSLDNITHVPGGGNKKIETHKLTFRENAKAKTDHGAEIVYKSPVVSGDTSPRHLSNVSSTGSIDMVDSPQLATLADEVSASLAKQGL
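His-tagged recombinant human tau (exons 2, 3 and 10 included), 1 uM, was induced to fibrillize by 30 uM sodium octadecylsulfate with compound present. After 15 h at 37 C, thioflavine S fluorescence (ex 450, em 510 nm) was read.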
USP2a inh: USP2a (human) protease inhibition; O75604; USP2a enzymatic assay, qHTS inhibition; AID 927; Potency, µM (top dose mostly 38.3 µM), inactives show at the top dose activity change, negative = inhibition, actives largely listed as inhibitors; actives 0.1% (n = 60,000);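 note: potency is the fitted concentration of half-maximal effect; nearly all actives have a fitted effect of over 60% in size; plate controls were DMSO for no effect and NEM full inhibition control for full effect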
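USP2 core (20nM final) preincubated 30 min RT with compound, then Ub-PLA2 20nM and NBD C6-HPC 20uM final added; buffer 20mM Tris-HCl pH 8.0, 2mM CaCl2. Fluorescence Ex 460/Em 535 read at 0 and 2.5 h; normalized to NEM.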
ERK AVP inh: inhibitors of vasopressin-stimulated ERK signaling pathway | HEK293-V1b, vasopressin-stimulated pERK AlphaScreen | AID 995 | Potency, µM (highest dose often 57.5 µM), for inactives: top-dose activity, negative = inhibition, actives largely listed as inhibitors | actives 0.99% (n = 72,000); note: potency is the fitted concentration of half-maximal effect; % is set by controls: 0 for no effect and ±100 for the full control effect; nearly all actives have a fitted effect of over 55% in size
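HEK293 cells stably expressing V1b receptor, preincubated 30 min at 37 °C with compound, then stimulated 5 min with 25 nM vasopressin. Phospho-ERK by AlphaScreen SureFire after 5 h RT; normalized to DMSO and vasopressin; AC50 by Hill fit.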
HEK293 cAMP cs: raises cAMP in parental HEK293 cells, TSHR agonist counter-screen; parental HEK293 CNG cAMP sensor, membrane potential fluorescence; Potency, µM (series often up to 57.1 µM), inactives show top-dose activation, most hits filed as activators; actives 2.5% (n = 73,000); AID 938; note: potency is the fitted concentration of half-maximal effect; % of control where 0% means no effect; nearly all actives have a fitted effect of over 55% in size
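Parental HEK 293 cells stably expressing a cAMP-gated CNG channel were loaded with membrane potential dye containing 100 uM RO 20-1724 for 60 min. Compound added for 30 min; depolarization read as fluorescence intensity at 590 nm.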
Starred values were filed as active, the others as inactive; [ ] = dose if it differs, or a comment. Unless noted, calls come from the whole dose curve; as a rule, active = well fitted curve in the direction sought with a large enough effect; inconclusive = small, poorly fitted or top-dose-only effect, or another doubt; inactive = no such curve, though single readings can be large; an effect the other way counts as inactive or inconclusive. A portion of the library (hit frequency here may not be typical).

For COc1cccc(C2CC(c3ccccc3)n3ncnc3N2)c1 (configuration not stated) the results were HADH2 inh 9%, Casp1 inh -2%, Caspase-7 inhib 1%, Luciferase inh 0%, Tau fil binding 7%, ERK AVP inh -18% and HEK293 cAMP cs 1%.
Screening Cc1nc2nc(Cc3ccccc3)nn2c(C)c1Cl returned Rhodamine autofl inactive, HADH2 inh 6%, Casp1 inh -1%, TexasRed autofl inactive, Caspase-7 inhib -5%, Fluorescein fluor inactive, Luciferase inh 5%, Tau fil binding 15%, USP2a inh -4%, ERK AVP inh -8% and HEK293 cAMP cs 12%.
`O=C(C1CCCN(c2ncccn2)C1)N1CCc2ccccc21` (configuration not stated) gave Rhodamine autofl inactive, HADH2 inh 3%, Casp1 inh 1%, TexasRed autofl inactive, Caspase-7 inhib -1%, Fluorescein fluor inconclusive, Luciferase inh -1%, Tau fil binding -4%, USP2a inh -3%, ERK AVP inh inconclusive and HEK293 cAMP cs 27%.
`COc1ccc(CC(=O)N2CCN=C2SC)cc1` gave HADH2 inh 2%, Casp1 inh -5%, Caspase-7 inhib 1%, Luciferase inh -2%, Tau fil binding -1%, ERK AVP inh -5% and HEK293 cAMP cs -6%.
Screening COCCN1CC(=O)N(c2cccc(C)c2C)C(c2ccc(Cl)cc2)C1=O (configuration not stated) returned Rhodamine autofl inactive, HADH2 inh 4%, Casp1 inh 1%, TexasRed autofl inactive, Caspase-7 inhib 3%, Fluorescein fluor inactive, Luciferase inh 3%, Tau fil binding 4%, USP2a inh 1%, ERK AVP inh 52%[activator] and HEK293 cAMP cs 13%.
Screening COc1ccccc1NC(=O)C1=C(C)Nc2nnnn2C1c1ccccc1OC (configuration not stated) returned Rhodamine autofl inactive, HADH2 inh -6%, Casp1 inh 0%, TexasRed autofl inactive, Caspase-7 inhib 1%, Fluorescein fluor inactive, Luciferase inh -2%, Tau fil binding 10%, USP2a inh 4%, ERK AVP inh -14% and HEK293 cAMP cs 5%.
For CCOc1ccc(OCC)c(NC(=O)C2CCN(S(=O)(=O)c3cccc4nonc34)CC2)c1 the results were Rhodamine autofl inactive, HADH2 inh 9%, Casp1 inh 0%, TexasRed autofl inactive, Caspase-7 inhib -1%, Fluorescein fluor inactive, Luciferase inh 0%, Tau fil binding 54%, USP2a inh 16%, ERK AVP inh -18% and HEK293 cAMP cs -19%.
For Cc1cc(C(F)(F)F)nn1CC(=O)N1CCCCC1C (configuration not stated) the results were Rhodamine autofl inactive, HADH2 inh -2%, Casp1 inh 0%, TexasRed autofl inactive, Caspase-7 inhib 2%, Fluorescein fluor inactive, Luciferase inh 2%, Tau fil binding 3%, ERK AVP inh 12% and HEK293 cAMP cs 12%.
For COc1ccc(NC(=O)c2nnn(Cc3cccc(F)c3)c2N)c(OC)c1 the results were HADH2 inh 16µM*, Casp1 inh -2%, Caspase-7 inhib 1%, Luciferase inh -1%, Tau fil binding -13%, ERK AVP inh -5% and HEK293 cAMP cs -4%.
`CC1CC(=O)Nc2ccccc2S1(=O)=O` (configuration not stated) gave Rhodamine autofl inactive, HADH2 inh 6%, Casp1 inh 0%, TexasRed autofl inactive, Caspase-7 inhib 0%, Fluorescein fluor inactive, Luciferase inh 2%, Tau fil binding 5%, USP2a inh -2%, ERK AVP inh -2% and HEK293 cAMP cs 2%.
Screening COc1ccc(C2C(C(=O)c3sc(C)nc3C)=C(O)C(=O)N2CCN(C)C)cc1OC (configuration not stated) returned Rhodamine autofl inactive, HADH2 inh 3%, Casp1 inh -2%, TexasRed autofl inconclusive, Caspase-7 inhib 0%, Fluorescein fluor inconclusive, Luciferase inh -1%, Tau fil binding 15%, USP2a inh -2%, ERK AVP inh -3% and HEK293 cAMP cs 5%.
`Cc1ccc2[nH]c(=O)c(-c3nc4cc(C)ccn4c3NCc3ccco3)cc2c1` gave Rhodamine autofl inactive, HADH2 inh 14%, Casp1 inh -3%, TexasRed autofl inactive, Caspase-7 inhib 4%, Fluorescein fluor inactive, Luciferase inh 1%, Tau fil binding 16µM*, ERK AVP inh -12% and HEK293 cAMP cs -71%[inhibitor].
For CCN(CC(=O)Nc1cccc(OC)c1)C(=O)C1CCN(C(=O)Nc2ccccc2)CC1 the results were Rhodamine autofl inactive, HADH2 inh 9%, Casp1 inh 2%, TexasRed autofl inconclusive, Caspase-7 inhib 1%, Fluorescein fluor inactive, Luciferase inh -1%, Tau fil binding -4%, USP2a inh 9%, ERK AVP inh 13% and HEK293 cAMP cs -8%.
For CCn1c(SCC(=O)c2c[nH]c3ccccc23)nnc1-c1cccs1 the results were Rhodamine autofl inactive, HADH2 inh 15%, Casp1 inh -2%, TexasRed autofl inactive, Caspase-7 inhib -1%, Fluorescein fluor inconclusive, Luciferase inh 0%, Tau fil binding 54%, USP2a inh 4%, ERK AVP inh -24% and HEK293 cAMP cs 6%.
For CN(C)c1ccc(CN(C(=O)C2COc3ccccc3O2)C2CCS(=O)(=O)C2)cc1 (configuration not stated) the results were Rhodamine autofl inactive, HADH2 inh -1%, Casp1 inh -3%, TexasRed autofl inconclusive, Caspase-7 inhib -3%, Fluorescein fluor inactive, Luciferase inh 2%, Tau fil binding -11%, USP2a inh 31%[activator], ERK AVP inh -19% and HEK293 cAMP cs 3%.
For CCCC(=O)NC(C)c1nc2ccccc2n1C (configuration not stated) the results were HADH2 inh -3%, Casp1 inh -3%, Caspase-7 inhib 2%, Luciferase inh 2%, Tau fil binding -13% and HEK293 cAMP cs -3%.
`Cc1cc2c(nc1C)CCCN2C[C@H](C)O/N=C1/[C@H]2O[C@@H]2[C@@H](O)[C@H]2[C@H]1CCn1c(=O)n(-c3ccccc3)c(=O)n12` gave HADH2 inh -11%[11.4 µM], Casp1 inh -8%[11.5 µM], Caspase-7 inhib -12%[11.5 µM], Luciferase inh 1%[11.4 µM], ERK AVP inh 8%[11.5 µM] and HEK293 cAMP cs 12%[11.4 µM].
For O=C(Nc1cc(C(F)(F)F)ccc1Cl)C1CCN(c2nnc(-n3cccc3)s2)CC1 the results were Rhodamine autofl inactive, HADH2 inh 14%, Casp1 inh -1%, TexasRed autofl inactive, Caspase-7 inhib -2%, Fluorescein fluor inconclusive, Luciferase inh -3%, Tau fil binding 496%, USP2a inh 27%, ERK AVP inh inconclusive and HEK293 cAMP cs 4%.
For CCOc1ccccc1C1C(C(=O)Nc2ccc(OC)cc2)=C(C)Nc2nc(CCCO)nn21 (configuration not stated) the results were HADH2 inh 0%, Casp1 inh 3%, Caspase-7 inhib -2%, Luciferase inh 3%, Tau fil binding -3%, ERK AVP inh -5% and HEK293 cAMP cs 0%.
`COc1ccc(Cl)cc1C(=O)N(Cc1nc(-c2cccc(C)c2)no1)C(C)C` gave HADH2 inh -13%, Casp1 inh -1%, Caspase-7 inhib -4%, Luciferase inh 2%, Tau fil binding 58%, ERK AVP inh 3% and HEK293 cAMP cs 12%[11.4 µM].
For COCCN(CCOC)Cc1cc(=O)oc2cc3c(cc12)CCC3 the results were Rhodamine autofl inactive, HADH2 inh -2%, Casp1 inh -1%, TexasRed autofl inconclusive, Caspase-7 inhib -2%, Fluorescein fluor inactive, Luciferase inh 0%, Tau fil binding 12%, USP2a inh -1%, ERK AVP inh 3% and HEK293 cAMP cs 6%.
For CCNC(=O)/N=C1/NC(=O)C(C(C)C)O1 (configuration not stated) the results were Rhodamine autofl inactive, HADH2 inh 1%, Casp1 inh -2%, TexasRed autofl inconclusive, Caspase-7 inhib -2%, Fluorescein fluor inactive, Luciferase inh 1%, Tau fil binding 0%, USP2a inh -5%, ERK AVP inh -4% and HEK293 cAMP cs 6%.

Quoted at random: three entries already listed.
For CN(C)c1ccc(CN(C(=O)C2COc3ccccc3O2)C2CCS(=O)(=O)C2)cc1 (configuration not stated) the results were Rhodamine autofl inactive, HADH2 inh -1%, Casp1 inh -3%, TexasRed autofl inconclusive, Caspase-7 inhib -3%, Fluorescein fluor inactive, Luciferase inh 2%, Tau fil binding -11%, USP2a inh 31%[activator], ERK AVP inh -19% and HEK293 cAMP cs 3%.
Screening COCCN1CC(=O)N(c2cccc(C)c2C)C(c2ccc(Cl)cc2)C1=O (configuration not stated) returned Rhodamine autofl inactive, HADH2 inh 4%, Casp1 inh 1%, TexasRed autofl inactive, Caspase-7 inhib 3%, Fluorescein fluor inactive, Luciferase inh 3%, Tau fil binding 4%, USP2a inh 1%, ERK AVP inh 52%[activator] and HEK293 cAMP cs 13%.
For COCCN(CCOC)Cc1cc(=O)oc2cc3c(cc12)CCC3 the results were Rhodamine autofl inactive, HADH2 inh -2%, Casp1 inh -1%, TexasRed autofl inconclusive, Caspase-7 inhib -2%, Fluorescein fluor inactive, Luciferase inh 0%, Tau fil binding 12%, USP2a inh -1%, ERK AVP inh 3% and HEK293 cAMP cs 6%.
